MBNL1-CUG inh: qHTS Assay for Inhibitors of MBNL1-poly(CUG) RNA binding | Potency, µM (titrated, usually from 57.5 µM), inactives show top-dose activity change, negative = inhibition, usual class: inhibitors | TR-FRET MBNL1-His/biotin-(CUG)12 binding, 665/545 ratio | 0.036% of 280,000 active | Muscleblind-like protein 1 (Homo sapiens), Q9NR56; active = well fitted inhibition curve with a large enough effect in the signal ratio, with a control signal flat, not every such curve was filed as active; inconclusive = small, poorly fitted or top-dose-only effect, or effect the other way, or a change in a side signal; inactive = no such curve, though single readings can be large or run the other way; the % refers to the signal ratio; note: potency is the fitted concentration of half-maximal effect; % is set by controls: 0 for no effect and ±100 for the full control effect
Target sequence (Q9NR56 whole entry, looked up): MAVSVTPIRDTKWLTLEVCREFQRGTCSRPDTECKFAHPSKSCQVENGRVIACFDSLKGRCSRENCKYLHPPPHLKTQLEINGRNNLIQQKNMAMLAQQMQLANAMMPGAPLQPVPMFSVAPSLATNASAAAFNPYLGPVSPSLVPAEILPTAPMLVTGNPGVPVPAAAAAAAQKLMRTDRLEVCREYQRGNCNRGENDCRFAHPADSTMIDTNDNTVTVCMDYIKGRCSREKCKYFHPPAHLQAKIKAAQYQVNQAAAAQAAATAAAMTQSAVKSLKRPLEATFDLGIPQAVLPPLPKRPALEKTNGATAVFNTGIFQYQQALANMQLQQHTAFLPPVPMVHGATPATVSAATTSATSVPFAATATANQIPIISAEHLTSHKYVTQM
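Compound titration spanned 92 nM–58 uM against the MBNL1-His/biotin-(CUG)12 complex. After 60 min at room temperature with 5 nM streptavidin-XL665 and 0.055 ng/ul terbium anti-His, ratiometric 665/545 nm emission (Ex 340 nm) normalized to controls.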
ASM inhibitor: Inhibitors of Secretory Acid Sphingomyelinase (S-ASM): qHTS; placental ASM, HMU-PC fluorogenic substrate, 60 min; Potency, µM (titrated, usually from 57.5 µM), without a hit: top-dose activity change, negative = inhibition, actives largely listed as inhibitors; Sphingomyelin phosphodiesterase (Homo sapiens), P17405; AID 504937, 2011; 0.006% of 340,000 active; note: potency is the fitted concentration of half-maximal effect
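Steps: dispense placental human ASM, pin compound, wait 10 min at room temperature, add HMU-PC0 substrate at 9 uM final, incubate 60 min at 37 °C, add stop solution raising pH to 10, read fluorescence.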
TCR activator: Activators of T cell receptors: qHTS campaign; primary human leukocytes, anti-CD3, IL-2 HTRF, 48 h; AID 504894, 2011; Potency, µM (titrated, usually from 9.22 µM), for the others: at the highest dose activation of IL-2 secretion, actives largely listed as activators; 330,000 tested, under 10 active; note: % of control where 0% means no effect
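TCR engagement came from a-CD3 beads alone, with compounds added to primary human leukocytes for 48 hr. Secreted IL-2 bridged europium cryptate- and d2-labelled anti-IL-2 antibodies, giving FRET emission at 665nm after 320nm excitation.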
TSG101-PTAP inh: qHTS Assay for Iinhibitors of HIV-1 Budding by Blocking the Interaction of PTAP/TSG101; Tumor susceptibility gene 101 protein (Homo sapiens), Q99816; Fluorescence polarization, FITC-PTAP peptide / Tsg101 binding; Potency, µM (top dose mostly 115 µM), inactives show at the highest dose activity change, negative = inhibition, most hits filed as inhibitors; 340,000 tested, under 10 active; AID 493005, 2010; active = well fitted inhibition curve with a large enough effect in the main read-out, with a control signal flat, not every such curve was filed as active; inconclusive = small, poorly fitted or top-dose-only effect, or effect the other way, or a change in a side signal; inactive = no such curve, though single readings can be large or run the other way; note: potency is the fitted concentration of half-maximal effect; % of control where 0% means no effect
Target sequence (Q99816 whole entry, looked up): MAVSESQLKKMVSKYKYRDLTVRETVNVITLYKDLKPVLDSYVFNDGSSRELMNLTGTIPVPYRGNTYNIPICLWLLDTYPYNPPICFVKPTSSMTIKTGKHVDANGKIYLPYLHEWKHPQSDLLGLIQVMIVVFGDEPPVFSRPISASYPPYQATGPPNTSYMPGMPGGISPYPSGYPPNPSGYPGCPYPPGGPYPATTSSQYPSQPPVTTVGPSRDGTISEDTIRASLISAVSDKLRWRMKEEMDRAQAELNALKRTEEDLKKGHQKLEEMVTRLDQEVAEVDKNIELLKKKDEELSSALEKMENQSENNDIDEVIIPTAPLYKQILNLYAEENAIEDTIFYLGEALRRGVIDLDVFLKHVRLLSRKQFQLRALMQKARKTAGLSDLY
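Tsg101 binding domain (10 uM final) was mixed with compound and a FITC-labeled PTAP peptide (50 nM final) in HEPES pH 7.5 buffer with NaCl, Tween 20, EDTA and TCEP; fluorescence polarization was read after 20 min at r.t.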
CXXC DNA block: qHTS Fluorescence Polarization Assay for Inhibitors of MLL CXXC domain - DNA interaction; Potency, µM (doses to about 115 µM), without a hit: at the highest dose activity change, negative = inhibition, actives largely listed as inhibitors; 0.037% of 290,000 active; Histone-lysine N-methyltransferase 2A (Homo sapiens), Q03164; MLL-CXXC / FITC-HOXA9 DNA fluorescence polarization; AID 2662, 2010; active = well fitted inhibition curve with a large enough effect in the polarisation, with a control signal flat, not every such curve was filed as active; inconclusive = small, poorly fitted or top-dose-only effect, or effect the other way, or a change in a side signal; inactive = no such curve, though single readings can be large or run the other way; the % refers to the polarisation; note: potency is the fitted concentration of half-maximal effect
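Fluorescence polarization: 7 uM MLL-CXXC (stock) preincubated 5 min with compounds, then 50 nM fluorescein-HOX-A9 DNA (stock) added; 30 min ambient. Buffer 50 mM Tris-HCl pH 7.5, 50 mM NaCl, 1 mM DTT, 0.05% BSA.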
TSHR antagonist: Antagonists of the Thyroid Stimulating Hormone Receptor: HTS campaign; TSHR-expressing cells, TSH-stimulated cAMP HTRF, 2 h; stronger effect = lower value; activity change, negative = inhibition, % at 11.5 µM; 0.2% of 330,000 active; AID 504810, 2011;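 active = activity change below a set negative limit, meaning inhibition stronger than a set level, cut at about -70% in these data; inconclusive = activity change between two set negative limits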; note: % is set by controls: 0 for no effect and ±100 for the full control effect
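Cell-based HTRF cAMP assay; TSHR cells + compound, TSH EC80 (4nM final), 2 h, 37 deg C. Lysis with anti-cAMP cryptate and cAMP-d2, 30 min RT, read 665/620 nm.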
Mito fusion act: qHTS Assay for Small Molecule Inhibitors of Mitochondrial Division or Activators of Mitochondrial Fusion | AID 485298, 2010 | 0.23% of 320,000 active | Potency, µM (titrated, usually from 46.1 µM), without a hit: at the highest dose growth rescue (activation), hits mostly activators | S. cerevisiae fusion-defective mutant growth rescue, CellTiterGlo 48 h;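 note: potency is the fitted concentration of half-maximal effect; % of control where 0% means no effect; nearly all actives have a fitted effect of over 45% in size; temperature-sensitive fusion mutants such as fzo1-1 at 37 °C on non-fermentable ethanol glycerol medium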
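Luminescent cell viability in 1536-well qHTS format served as the measure of rescued growth in ts fusion-mutant S. cerevisiae cultured on non-fermentable YPEG for 48 hours at 37C.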
AT treatment: qHTS Assay for Identifying a Potential Treatment of Ataxia-Telangiectasia; […] A-T fibroblasts, KAP-1 phosphorylation AlphaLISA; neocarzinostatin DNA damage 30 min before lysis; 0.19% of 320,000 active; Potency, µM (doses to about 57.5 µM), inactives show at the highest dose activation, actives largely listed as activators; note: potency is the fitted concentration of half-maximal effect; % of control where 0% means no effect; nearly all actives have a fitted effect of over 45% in size
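hTERT-immortalized A-T patient fibroblasts ([…]), 500 cells/well in OPTI-MEM, 1% FBS, got compounds for 60 min, then NCS for 30 min at 37C. Lysates were then assayed for phospho-KAP-1 by AlphaLISA (anti-pKAP1 donor, anti-KAP1 acceptor beads), 6 hr at 25C.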
Menin MLL FP TR: qHTS Assay for Inhibitors Targeting the Menin-MLL Interaction in MLL Related Leukemias: Competition With Texas Red Labeled MLL-derived Mutant Peptide; O00255; Menin + Texas Red MLL mutant peptide, fluorescence polarization; Potency, µM (highest dose often 61.6 µM), for inactives: top-dose FP activity change, negative = inhibition, most hits filed as inhibitors; 0.23% of 270,000 active; AID 1768, 2009; active = well fitted inhibition curve with a large enough effect in the polarisation, with a control signal flat, not every such curve was filed as active; inconclusive = small, poorly fitted or top-dose-only effect, or effect the other way, or a change in a side signal; inactive = no such curve, though single readings can be large or run the other way; the % refers to the polarisation; note: potency is the fitted concentration of half-maximal effect; % of control where 0% means no effect; many of its hits are not listed in these tables
Integrin act MD: qHTS for Activators of Integrin-Mediated Alleviation for Muscular Dystrophy; alpha7betagal myoblasts, beta-gal FDG fluorescence, 48 h; Potency, µM (series often up to 38.3 µM), without a hit: top-dose activation, hits mostly activators; 0.064% of 350,000 active;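 note: potency is the fitted concentration of half-maximal effect; 100% = response of the positive control SU9516; nearly all actives have a fitted effect of over 60% in size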
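alpha7betagal+/- myoblasts (passage 13, 250/well) treated 48 h at 37C with compounds at 1:260 dilution of DMSO stock. Lysed, then beta-galactosidase activity read as FDG fluorescence (ex 480/em 540) after 30 min, with pre-read for autofluorescence.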
* marks the source's active call; other numbers are inactive results; ? = inconclusive; . = no result given; [ ] = another dose, or the depositor's remark. Unless noted, calls come from the whole dose curve; as a rule, active = well fitted curve in the direction sought with a large enough effect; inconclusive = small, poorly fitted or top-dose-only effect, or another doubt; inactive = no such curve, though single readings can be large; an effect the other way counts as inactive or inconclusive.

SMILES	MBNL1-CUG inh	ASM inhibitor	TCR activator	TSG101-PTAP inh	CXXC DNA block	TSHR antagonist	Mito fusion act	AT treatment	Menin MLL FP TR	Integrin act MD
CC(=O)OCC1(C)CN(c2ccccc2)N(C(=O)c2ccc(F)cc2)C1=O (centres undefined)	-1%	4%	2%	-1%	42%[activator]	12	14%	3%	-17%	-12%
O=C(NCCOc1ccccc1F)c1cc([N+](=O)[O-])ccc1N1CCOCC1	?	-7%	7%	0%	-3%	-3	3%	14%	4%	6%
CCOc1ncccc1C(=O)Nc1cccc(S(=O)(=O)NC2=NCCC2)c1	.	-1%	0%	-3%	.	-16	-6%	3%	.	3%
O=C(CSc1nnc(NC(=O)C2CC2)s1)Nc1ccc(F)cc1F	1%	-3%	0%	.	-3%	3	2%	4%	.	19%
CCn1c(Sc2ccc(N)cc2Cl)nc2ccccc21	-13%	-5%	.	0%	1%	2	?	-1%	26%	?
CCOc1ccc(-c2nnn(CC(=O)N3CCN(c4ccc(OC)cc4)CC3)n2)cc1OCC	-6%	-4%	-13%	-2%	-1%	-7	7%	4%	-9%	4%
COc1cc(/C=C2/C(=N)N3C(=NC2=O)SN=C3S(C)(=O)=O)ccc1OS(=O)(=O)c1ccc(C)cc1	8%	-7%	-5%	-5%	-19%	-8	-6%	8%	?	0%
Cc1ccc(OCCn2c(=O)sc3ccccc32)cc1	0%	-2%	-2%[46.1 µM]	1%	-8%	-13	8%	4%	0%	25%
COc1ccc(C(C2C(=O)CC(C)(C)CC2=O)C2C(=O)CC(C)(C)CC2=O)cc1	-5%	3%	-5%	1%	?	4	-2%	-9%	.	2%
CC(=O)Nc1ccc(S(=O)(=O)N2CCN(S(=O)(=O)N3CCC(C)CC3)CC2)cc1	-9%	1%	2%	-1%	5%	8	-3%	-3%	3%	1%
CCOc1ccccc1NC(=O)COn1nnc2ccc(Cl)cc21	-1%	-2%	5%	0%	-11%	16	11µM*	.	-4%	9%
CC(=O)N/C(=C/c1ccc(OC(F)F)cc1)C(=O)O	0%	1%	-5%[46.1 µM]	0%	-1%	7	-3%	-8%	-4%	-8%
CCCCn1c(N)c(N(CC)C(=O)c2ccc(Cl)c(Cl)c2)c(=O)[nH]c1=O	0%	-1%	-4%	3%	4%	-3	-9%	6%	3%	-44%
Cc1cccc(C)c1NC(=O)CNC(=O)c1cn(-c2ccccc2)nc1-c1ccccc1	-3%	-11%	-4%	0%	2%	-4	6%	10%	23%	0%
Cc1ccc(S(=O)(=O)N(C)CC(=O)OCc2nnc(-c3ccccc3)o2)cc1	-1%	3%	-11%	-8%	2%	4	-2%	-2%	7%	2%
Cc1cccc(NC(=O)CSc2nnc3ccc(-c4ccccn4)nn23)c1	.	-4%	0%	0%	.	14	-3%	5%	.	7%
CC(C)c1nnc(NC(=O)COc2ccc3ccccc3c2)s1	0%	4%	-6%	1%	-3%	0	-1%	0%	.	1%
NC(=O)/C(=C\c1ccccc1)NC(=O)c1ccc(NC(=O)c2ccccc2)cc1	.	22%	3%	-4%	8%	-12	-3%	-5%	.	12%
Cc1cc(C)nc(N2CCCC(C(=O)NC3CCCC3)C2)n1 (centres undefined)	0%	3%	.	-5%	10%	-9	6%	5%	15%	-5%
Cc1ccccc1NC(=O)C1C2CCCCC21 (centres undefined)	-3%	3%	.	-4%	2%	?	5%	1%	-2%	-5%
O=c1oc2cc(Oc3ccc(C(F)(F)F)cc3[N+](=O)[O-])ccc2c2c1CCC2	1%	84%[activator]	-1%[46.1 µM]	-1%	1%	-4	-3%	8%	-8%	25%
CCSc1ccccc1C(=O)NCc1ccc2c(c1)OCO2	16%	-2%	3%	1%	-4%	25	0%	27%	2%	?
c1ccc(CCC2CCCCN2Cc2cn[nH]c2-c2cc3ccccc3o2)nc1 (centres undefined)	-4%	-1%	0%	-4%	2%	-5	-3%	3%	-13%	-39%
CCOCCn1c(N2CCN(c3ccccc3)CC2)nc2c1c(=O)n(C)c(=O)n2C	0%	-2%	3%	-4%	7%	-4	20%	-2%	-1%	-5%
C=CCOc1c(Cl)cc(CNCCCN2CCOCC2)cc1OC	-1%	5%	2%	-1%	-1%	2	-4%	-6%	-26%	-40%
CCc1ccc(CNCc2ccc(F)cc2)cc1	-14%	1%	3%	-1%	5%	-9	2%	-2%	-13%	4%
Cc1ccc(S(=O)(=O)N2CCOCC2)cc1NC(=O)CN1C(=O)NC(C)(c2ccc(Cl)cc2Cl)C1=O (centres undefined)	.	-3%	-1%	-3%	.	-6	.	1%	.	-17%
COc1ccc(C(=O)N=C2SC3CS(=O)(=O)CC3N2Cc2ccc(F)cc2)cc1 (centres undefined)	2%	-2%	-2%	-2%	2%	3	-1%	8%	?	-19%
N#CC12C(=O)NC(=O)C1(C#N)C21CCCC1 (centres undefined)	.	3%	-1%	8%	.	.	.	.	.	11%
Cc1ccc(N(CC(=O)NCc2ccccn2)S(=O)(=O)c2ccccc2)cc1Cl	-6%	-2%	-2%	.	2%	0	3%	4%	.	13%
CC(=O)OCC(OC(C)=O)C(OC(C)=O)C(OC(C)=O)C(=O)Nc1ccccc1 (centres undefined)	5%	0%	10%	-2%	-4%	2	-2%	2%	14%	14%
COC(=O)[C@H](C)NC(=O)NCc1ccco1	2%	4%	.	.	-3%	-11	5%	0%	2%	-2%
Cc1ccc(S(=O)(=O)NC2CCOC(C)(C)C2)cc1 (centres undefined)	0%	-2%	6%	-4%	6%	1	-4%	-5%	5%	1%
O=C(Nc1ncnc2sc3c(c12)CCCC3)c1ccncc1	-10%	1%	-3%	-4%	3%	-3	18%	-20%	-2%	6%
COc1ccc(NC(=O)c2ccc(=O)[nH]c2)cc1S(=O)(=O)N1CCCCC1	8%	.	1%[46.1 µM]	.	13%	0	-4%	6%	6%	.
O=S(=O)(NCCN1CCOCC1)c1ccc2c(c1)OCCO2	10%	3%	-19%	-2%	-6%	3	-5%	-1%	-12%	4%
CNc1ccc(Cl)cc1C(N)=O	-3%	.	2%	-2%	12%	5	-2%	2%	.	25%
Cc1noc2ncnc(SCc3ccc(C(F)(F)F)cc3)c12	4%	-10%	-90%	-8%	-10%	0	-6%	16%	.	4%
COc1cc2c(cc1NC(=O)CSc1nnc(Cc3cccs3)n1C)oc1ccccc12	-2%	-7%	3%	1%	-5%	-7	17%	-7%	-6%	-36%
COCc1cc(=O)[nH]c2cc(NC(=O)C(C)(C)CCl)c(C)cc12	19%	4%	-499%	-5%	4%	-5	-3%	-6%	21%	-2%
CC1(C)CC(=O)c2sc(NC(=O)c3ccco3)nc2C1	11%	4%	4%	-3%	8%	-3	8%	-4%	7%	17%
Cc1cccc(N(CC(=O)NCCSc2ccccn2)S(=O)(=O)c2ccccc2)c1	.	4%	1%	0%	10%	5	5%	8%	2%	6%
O=C(CN1CCCCC1)Nc1ccc(NC(=O)c2ccc(Cl)cc2)cc1Cl	7%	-1%	.	-4%	0%	29	2%	-1%	.	10%
COC(=O)c1ccccc1NC(=O)NCc1c(C)nn(C)c1C	6%	6%	.	-3%	-3%	-6	?	5%	2%	-30%
COCCNC(=O)Cn1c(=O)n(CCCCCC(=O)NCc2ccc3c(c2)OCO3)c(=O)c2sccc21	-5%	.	.	.	-5%	15	-1%	-9%	8%	.
Cc1cc(-n2c(C)cc(C(=O)COc3cccnc3[N+](=O)[O-])c2C)no1	.	-2%	5%	0%	.	9	3%	-10%	.	-35%
Cc1nn(Cc2cccc(F)c2)c(C)c1NC(=O)c1c([N+](=O)[O-])c(C)nn1C	8%	-1%	-3%	-3%	-2%	-2	-3%	1%	6%	-4%

Assay outcomes deposited in PubChem by National Center for Advancing Translational Sciences (NCATS).

Some of the compounds tested. The share of hits here may be higher or lower than overall.
